Screens deposited in PubChem by Sanford-Burnham Center for Chemical Genomics.
H9c2 TAG inh: inhibitors of triacylglycerol accumulation. inhibition, % at 12.5 µM. 230,000 compounds, 0.66% hits. H9c2 cells, Nile Red lipid (TAG) fluorescence; cells loaded with 200 µM oleic acid;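 active = pattern-corrected inhibition of lipid staining of at least 50% with the nuclear-stain viability signal not falling by more than 50%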;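 note: 0% = DMSO wells and 100% = triacsin C control wells; some results filed as inactive read as strong as hits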
H9c2 TAG inh DAPI viability: also measured in H9c2 TAG inh; calls as there; DAPI nuclei signal change (viability), lower = more cytotoxic, %;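 whole-well DAPI fluorescence read on a plate reader as a viability signal; minus 50 percent equals half of cells still viable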
* = called active by the depositor.

Structure	H9c2 TAG inh	H9c2 TAG inh DAPI viability
O=S(=O)(Nc1cc(S(=O)(=O)N2CCOCC2)ccc1NCC1CCCO1)c1ccccc1 (configuration not stated)	3	-8
Cc1cccc(NC(=S)NCc2ccc3c(c2)cc(C)n3C)c1C	11	5
COc1ccc(CCc2nnc(N)s2)cc1OC	-3	-6
CCOC(=O)/C(C#N)=C1\C(=O)N(Cc2ccccc2)c2ccccc21	7	-9
Cc1nc(SCC(=O)c2ccc(F)c(F)c2)[nH]c(=O)c1Oc1ccc(Cl)cc1	1	2
COc1ccc(C(O)c2nc(-c3cccc(CO)c3)cs2)cc1 (configuration not stated)	-25	3
O=S(=O)(NCCCCCCNS(=O)(=O)c1c(F)cccc1F)c1ccc2c(c1)OCCO2	6	-7
CCNC(=O)CSc1nc2cc(S(=O)(=O)Nc3ccc(OC)cc3)ccc2o1	-6	-1
CCc1cc(C(=O)N2CCCC(Nc3ccc(F)c(F)c3)C2)n(C)n1 (configuration not stated)	-14	0
COc1ccc(NC(=O)C2Cc3c(-c4cccc(NC(C)=O)c4)ccnc3O2)cn1 (configuration not stated)	45	-44
COc1ccc(OCC(=O)N(C)CC2COc3ccccc3O2)cc1 (configuration not stated)	22	4
N#C/C(=C\c1cccnc1)c1ccc([N+](=O)[O-])cc1	1	-4
CN1CCSc2ccc(C(=O)Nc3cc(F)ccc3F)cc21	-10	8
CCOc1cc(S(=O)(=O)NCCCn2ccnc2)ccc1Cl	-21	-6
CCCCS(=O)(=O)Nc1ccc2cn[nH]c2c1	5	-2

Compound profiles, as listed above:
Entry for `O=S(=O)(Nc1cc(S(=O)(=O)N2CCOCC2)ccc1NCC1CCCO1)c1ccccc1` (configuration not stated) → H9c2 TAG inh: 3; H9c2 TAG inh DAPI viability: -8
Entry for `CCOc1cc(S(=O)(=O)NCCCn2ccnc2)ccc1Cl` → H9c2 TAG inh: -21; H9c2 TAG inh DAPI viability: -6
Entry for `CN1CCSc2ccc(C(=O)Nc3cc(F)ccc3F)cc21` → H9c2 TAG inh: -10; H9c2 TAG inh DAPI viability: 8

(more compounds)
Structure	H9c2 TAG inh	H9c2 TAG inh DAPI viability
CC12CCC(C(=O)N3CCOCC3)([C@H](Br)C1=O)C2(C)C (some centres not stated)	5	-2
COc1cc(OC)cc(-c2c(C#Cc3ccsc3)c3cc(Br)ccc3n2C)c1	2	4
Nc1nc2ccc(O)cc2s1	1	11
COC(=O)c1ccc(-c2ccc(/C=N/NC(=O)Cc3nnc(N)s3)o2)cc1	7	6
Cc1ccccc1N1CCN(CC(=O)NCc2ccc(Cl)cc2)CC1	3	-11
Cc1ccc(CSCCNC(=O)c2ccc(N(C)S(=O)(=O)c3ccccc3)cc2)cc1	10	-15
O=C(O)c1cccc(Cn2cccn2)c1	18	3
CSCc1ccc(C(=O)OCC(=O)NC2CCCC2)o1	3	-19
COc1cc(/C=C(\C#N)c2nc3ccccc3[nH]2)cc(OC)c1O	15	7
CCC(C)CCCCNC1=NCCS1 (configuration not stated)	-7	4
CCOC(=O)c1ccc[n+](CC(=O)Nc2ccccc2OC(F)F)c1	9	7
Cc1ccc(/C=C/C(=O)Nc2nn[nH]n2)o1	11	-3
COc1ccc(C(O)c2nc(-c3ccc4ccccc4c3)cs2)cc1 (configuration not stated)	-40	7
COCCNC(=O)/C(C#N)=C/C=C/c1ccccc1[N+](=O)[O-]	20	-22
C1CN(c2nc3nonc3nc2N2C[C@H]3CC[C@H]2C3)CCS1	3	-2

(more compounds)
Structure	H9c2 TAG inh	H9c2 TAG inh DAPI viability
COc1ccc(CNC(=O)C2=CC(c3ccc(OC)c(OC)c3)=NS(=O)(=O)N2C)cc1	2	6
C/C(=N\Nc1nc(C)cc(C)n1)c1ccc(C)o1	-2	0
CCC(CC)C(=O)OCC(=O)C1(O)CCC2C3CCC4=CC(=O)CCC4(C)C3C(O)CC21C (configuration not stated)	27	9
CCOc1ccc(NCC2CCOC(C)(C)C2)cc1 (configuration not stated)	-7	4
COc1cccc(C(C)NC(=S)NCc2ccc(Cl)cc2)c1 (configuration not stated)	3	-17
CCOc1cc(N2CCOCC2)c(OCC)cc1NC(=O)c1ccc(S(=O)(=O)N2CC(C)OC(C)C2)cc1 (configuration not stated)	-11	-1
CC12CCCCC1C(C(N)=O)C(=O)O2 (configuration not stated)	-3	4
Nc1cc(Cl)ccc1C(=O)OCC(=O)NC1CCS(=O)(=O)C1 (configuration not stated)	21	-4
CC(C)NC(=O)C1CCN(C2CCN(C(=O)Cc3ccc4c(c3)OCO4)CC2)CC1	9	-8
CN(CC(=O)Nc1ccccc1Br)C(=O)c1cc([N+](=O)[O-])ccc1N1CCOCC1	-5	-2
O=C(O)CCCCn1c(SCc2cc(=O)n3cc(Cl)ccc3n2)nc2ccsc2c1=O	-17	6
CC(C)CC1NC(=O)N(Cc2cc(=O)n3ccsc3n2)C1=O (configuration not stated)	19	-12
Cc1ccccc1C(=O)Nc1cccc(-c2ccc(N3CCOCC3)nn2)c1	29	-1
O=C(NC1CCCCCC1)C(=O)NC1CC1	-12	1
COc1cc(CCCN2C(=S)NC[C@@H]2CCCCN)cc(OC)c1OC	3	-3

More structures
Structure	H9c2 TAG inh	H9c2 TAG inh DAPI viability
CCOc1ccc(S(=O)(=O)Nc2cccc(C(=O)N(C)CC(=O)Nc3cccc(OC)c3)c2)cc1	-6	-3
COc1ccccc1Cn1c(C)c(C(=O)NCc2cccc(C)c2)sc1=O	18	-6
CN1CCC(N(C)C(=O)/C(C#N)=C/c2ccc(OC(F)F)cc2)CC1	2	4
CCOC(=O)C1CCN(S(=O)(=O)c2cc3c(cc2C)NC(=O)CO3)CC1	-8	0
OCC[C@@H]1C[C@@H](O)[C@H](O)[C@@]2(OCc3ccccc32)O1	2	-3
CCN1C(=O)/C(=c2\sc3nc(=O)c(Cc4ccccc4)nn3c2=O)c2ccccc21	3	-3
Cc1ccc(N2C(=O)N(CC(=O)Nc3cc(F)ccc3C)C(=O)C2C)cc1 (configuration not stated)	-8	-5
CCOc1cc(NC(=S)NC)c(OCC)cc1NC(=O)c1ccc(OC)cc1	10	-8
COc1ccc(NC2CC(=O)N(c3ccccc3)C2=O)cc1 (configuration not stated)	12	2
CN1C(=O)C(C)(C)c2cc(S(=O)(=O)N3CCN(c4ccccc4)CC3)ccc21	-1	-9
O=S1(=O)CC/C(=N\Nc2ccc(F)cc2)c2ccsc21	2	9
COc1cc2c(C(=O)N3CCN(Cc4ccc5c(c4)OCO5)CC3)cn(C)c(=O)c2cc1OC	-7	-1
O=C(CCc1n[nH]c(=O)[nH]c1=O)N1CCCCC1	7	-7
O=C(Nc1ccccc1C(=O)NC1CCCC1)NC1CCCC1	25	-12
CNC(=S)N(Cc1ccc2c(c1)OCO2)C1CC(=O)N(c2ccc(F)cc2)C1=O (configuration not stated)	-3	-4

Next part
Structure	H9c2 TAG inh	H9c2 TAG inh DAPI viability
CC1(C)CC(=O)N(CC(=O)O)c2ccccc2S1(=O)=O	5	4
CSc1oc(-c2ccco2)nc1S(=O)(=O)c1ccccc1	-21	0
COc1ccc(-c2csc3ncnc(N4CCN(S(=O)(=O)c5cccs5)CC4)c23)cc1	5	-3
O=[N+]([O-])c1ccc(Nc2nc(NCCO)nc(N3CCCC3)n2)cc1	19	1
N#Cc1ccc(NC(=S)NC(=O)CCc2ccc(S(=O)(=O)N3CCOCC3)cc2)cc1	0	-4
CCCC(=O)N(c1ccc2oc(=O)sc2c1)S(=O)(=O)c1cccs1	5	-11
Cc1ccc(CSc2nnc(-c3ccncc3)n2CC2CCCO2)cc1 (configuration not stated)	17	-9
O=S(=O)(Nc1ccccc1)c1ccc2c(c1)CCO2	-5	5
Cc1ncoc1C(=O)N1CCCC(CCC(=O)NCc2ccc(F)c(F)c2)C1 (configuration not stated)	2	-3
O=C(Nc1ccc(F)cc1F)c1ccc2nc(N3CCOCC3)sc2c1	18	-8
Cc1cc(C)nc(SCC(=O)N2CCc3ccccc32)n1	16	-12
Nc1cc(Cl)cc2c1-c1ccc(Cl)cc1C2O (configuration not stated)	-5	5
O=[N+]([O-])c1ccc2c(c1)nc(CO)n2Cc1ccccc1	-9	6
CCOC(=O)c1cnc(-n2nc(C)cc2C)nc1Oc1ccccc1F	3	7
NC(=O)C1CCCN(C(=O)c2ccc3c(c2)NC(=O)CS3)C1 (configuration not stated)	-9	-4

Remaining list, next part.
Structure	H9c2 TAG inh	H9c2 TAG inh DAPI viability
O=C1/C(=C/c2cccs2)CCc2ccccc21	-10	4
O=C(CSc1nnc(Cc2cccs2)n1-c1ccccc1)NC1CCCCC1	-5	-1
Cc1ccc(NC(=O)CSC(C)C(=O)OCc2cc(=O)oc3cc(O)ccc23)cc1 (configuration not stated)	20	13
COCc1c(Br)c(C)[nH]c(=O)c1C#N	-9	0
O=C(CNC(=O)C1CCCCC1)Nc1ccccc1Cl	-8	12
CCCCc1ccc(NC(=S)N2CCCC(C)C2)cc1 (configuration not stated)	-16	11
CN(C)c1ccc(/C=N/NC(=O)c2nnn(-c3nonc3N)c2COc2ccc(F)cc2)cc1	2	0
c1ccc(Cn2nnc(CNc3ccccc3)c2-c2c(CNc3ccccc3)nnn2Cc2ccccc2)cc1	-8	-11
O=C(Nc1ccc(N2CCN(C(=O)c3ccccc3)CC2)cc1)c1cc([N+](=O)[O-])ccc1N1CCOCC1	-7	-15
CN(c1ccc(Cl)cc1)c1cc(=O)n(C)c2ccccc12	-50	4
O=C(CCN1CCC(c2cccs2)=N1)c1cccs1	-8	-1
COCCn1cc(C(=O)c2cc(Br)ccc2O)cc(C#N)c1=O	2	4
COc1ccc(CC(=O)NNC(=O)CSc2nc(C)c(C)c(=O)[nH]2)cc1	4	-9
NS(=O)(=O)c1cccc(NC(=O)COC(=O)CN2C(=O)C3CC=CCC3C2=O)c1 (configuration not stated)	23	-8
CCCCN(C(=O)COc1ccc(C)cc1OC)c1c(N)n(CCC)c(=O)[nH]c1=O	8	-4

Next section
Structure	H9c2 TAG inh	H9c2 TAG inh DAPI viability
Nc1nc(-c2ccccn2)nc(N)c1Cc1ccccc1F	17	-11
COc1cccc(C(=O)NCCCN2CCN(CCCNC(=O)c3cccc(OC)c3)CC2)c1	9	9
C[C@H](CO)N1C[C@H](C)[C@H](CN(C)Cc2ccc(-c3ccccc3)cc2)Oc2ccc(NS(=O)(=O)c3ccccc3)cc2CC1=O	11	9
O=C(COC(=O)Cc1ccccc1)NCc1ccc2c(c1)OCO2	-9	-3
COc1cc2c(cc1OC)-c1nnc(-c3ccco3)n1C1(CCCC1)C2	2	-3
c1ccc(-c2ccccc2OCCOCCN2CCNCC2)cc1	-5	14
N#Cc1c2nc3ccccc3nc2n2cc(NC(=O)c3ccc(F)cc3)ccc12	26	5
CC(C)(C)c1nnc2cccc(Cl)n12	9	7
COc1ccc(OC)c(C(c2nnnn2Cc2ccccc2)N2CCN(C3CCCCC3)CC2)c1 (configuration not stated)	27	-8
O=C(Nc1ccc(S(=O)(=O)Nc2nccs2)cc1)c1cccc(N2C(=O)c3ccccc3C2=O)c1	8	-5
O=C(/C=C/c1ccccc1)Oc1coc(CSc2ncccn2)cc1=O	-6	4
CCn1c(=O)cc(OCC(=O)NCc2ccco2)c2ccccc21	13	-4
CC(=O)c1ccc(NC(=O)C(C)OC(=O)c2ccc(Br)o2)cc1 (configuration not stated)	18	-8
O=C(Nc1cnccn1)Nc1cccc(Cl)c1Cl	9	3
O=C(Nc1ccncc1)Nc1ccc(Cl)cc1Cl	-7	1

Other results follow.
Structure	H9c2 TAG inh	H9c2 TAG inh DAPI viability
Cc1[nH]c2ccccc2c1SCC(=O)N1CCOCC1	-16	7
O=C(O/N=C\c1ccc(N2CCOCC2)c([N+](=O)[O-])c1)c1ccc(F)cc1	-3	0
COc1ccc(C)cc1NC(=O)CNC(C)C(=O)Nc1cc(Cl)ccc1Cl (configuration not stated)	7	0
Cc1ccccc1OCc1nnc(SCC(=O)O)n1-c1ccccc1	-6	4
CCN(C(=O)COC(=O)c1cnccn1)c1cccc2ccccc12	1	4
CS(=O)(=O)N(CC(=O)Nc1ccccc1C(=O)NCc1ccco1)c1ccccc1F	-5	-1
COc1ccc(NC2CCCN(Cc3cccc4cnccc34)C2)cc1OC (configuration not stated)	-18	3
O=C1NC(=NCc2ccccc2)NC1(c1ccccc1)c1ccccc1	-21	7
CCCCNC(=O)C1(C)CCN1C(=O)c1cc(C)n(C(C)(C)C)n1 (configuration not stated)	-7	10
CCc1nc(SCc2ccc(C(=O)OC)o2)n[nH]1	3	-1
Cc1cc(C)c2c(CN3CCOCC3)cc(=O)oc2c1	0	4
Cc1ccc(S(=O)(=O)N2CCCCC2CCNC(=O)C(=O)Nc2ccccc2F)cc1 (configuration not stated)	10	0
Cc1ccc(S(=O)(=O)NCc2ccc(N3CCN(C(=O)OC(C)(C)C)CC3)cc2)cc1	-17	-8
COc1cc(C#Cc2c(-c3cncn3C)n(C)c3ccc(-c4ccc5[nH]ccc5c4)cc23)cc(OC)c1	93*	-1.1*
COc1ccc(CCNS(=O)(=O)c2ccc3c(c2)OCCO3)cc1OC	-27	8

A run of entries taken from the entries so far:
Structure	H9c2 TAG inh	H9c2 TAG inh DAPI viability
Cc1ccc(S(=O)(=O)NCc2ccc(N3CCN(C(=O)OC(C)(C)C)CC3)cc2)cc1	-17	-8
COc1cc(C#Cc2c(-c3cncn3C)n(C)c3ccc(-c4ccc5[nH]ccc5c4)cc23)cc(OC)c1	93*	-1.1*

(next part)
Structure	H9c2 TAG inh	H9c2 TAG inh DAPI viability
Cc1noc(N)c1C1(O)C(=O)Nc2c(Cl)cc(Cl)cc21 (configuration not stated)	-2	10
Cc1ccc(CNC(=O)c2cc3cc(Br)ccc3oc2=N)cc1	7	-3
Cc1csc(SC(C)C(=O)Nc2ccc(S(=O)(=O)N3CCCC3)cc2)n1 (configuration not stated)	9	-3
CCc1nc2ccc(C(=O)Nc3cccc(OC)c3)cn2c1N(CCC(C)C)CCN(C)C	34	0

An excerpt; the hit share may differ from the screen's.
